Mito fusion yeast = qHTS Assay for Small Molecule Inhibitors of Mitochondrial Division or Activators of Mitochondrial Fusion. S. cerevisiae fusion-defective mutant growth rescue, CellTiterGlo 48 h. Potency, µM (doses to about 46.1 µM), without a hit: at the top dose growth rescue (activation), hits mostly activators. 320,000 tested, 0.23% active;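 also: potency is read from the fitted curve at half-maximal effect; % of control where 0% means no effect; nearly all actives have a fitted effect of over 45% in size; temperature-sensitive fusion mutants such as fzo1-1 at 37 °C on non-fermentable ethanol glycerol medium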
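S. cerevisiae fusion-defective temperature-sensitive mutants (e.g. fzo1-1, mgm1-5) grown 48 h at 37C in YPEG (ethanol/glycerol non-fermentable) medium with 23 nl compound per well; growth rescue read as CellTiterGlo luminescence.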
Eya2 inh = qHTS Assay for Inhibitors of the Phosphatase Activity of Eya2 | Protein phosphatase EYA2 (Homo sapiens), O00167 | recombinant Eya2, OMFP fluorescence dephosphorylation (OMFP is methylfluorescein phosphate) | Potency, µM (top dose mostly 76.9 µM), without a hit: at the highest dose activity, negative = inhibition, usual class: inhibitors | 330,000 tested, 0.006% active | AID 488837, 2010; also: potency is read from the fitted curve at half-maximal effect; % is scaled to controls: 0 for no effect and ±100 for the full control effect
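Eya2 protein (added as 0.2 uM solution) was preincubated with compound for 10 min at ambient temperature in 50 mM HEPES pH 7.5, 50 mM NaCl, 5 uM MgCl2, 0.05% BSA, 1 mM DTT. OMFP (added at 50 uM) then reacted 10 min; fluorescence read at 485/525 nm.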
ELG1 repair inh = qHTS screen for small molecules that inhibit ELG1-dependent DNA repair in human embryonic kidney (HEK293T) cells expressing luciferase-tagged ELG1; HEK293T ELG1-luciferase reporter, luminescence, 16 h; DNA damage induced by 5-fluorouridine; Potency, µM (top dose mostly 46.1 µM), for the others: at the top dose activity change, negative = inhibition, most hits filed as inhibitors; 330,000 tested, 2.3% active; AID 504467, 2011; also: potency is read from the fitted curve at half-maximal effect; % is scaled to controls: 0 for no effect and ±100 for the full control effect; nearly all actives have a fitted effect of over 55% in size
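DMSO vehicle served as the neutral condition. Each well held 2,000 cells given 5-fluorouridine plus compound; after 16 hr at 37 °C/5% CO2, ONE-Glo was added and luciferase measured 30 min later.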
A-T KAP1 phos = qHTS Assay for Identifying a Potential Treatment of Ataxia-Telangiectasia | […] A-T fibroblasts, KAP-1 phosphorylation AlphaLISA; neocarzinostatin DNA damage 30 min before lysis | Potency, µM (top dose mostly 57.5 µM), for the others: top-dose activation, actives largely listed as activators | 320,000 tested, 0.19% active | AID 485349, 2010; also: potency is read from the fitted curve at half-maximal effect; % of control where 0% means no effect; nearly all actives have a fitted effect of over 45% in size
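hTERT-immortalized A-T patient fibroblasts ([…]), 500 cells/well in OPTI-MEM, 1% FBS, got compounds for 60 min, then NCS for 30 min at 37C. Lysates were then assayed for phospho-KAP-1 by AlphaLISA (anti-pKAP1 donor, anti-KAP1 acceptor beads), 6 hr at 25C.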
KCNH2 3.1 inh = qHTS for Inhibitors of KCHN2 3.1: Mutant qHTS; activity change, % (tested at about 1.8 µM); U2OS KCNH2 3.1, thallium flux FluxOr; active compounds read low; AID 720553, 2013; 340,000 tested, 0.95% active; Potassium voltage-gated channel subfamily H member 2, brain isoform KCNH2 3.1 (human);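 active = maximum activity change below -70%; inconclusive = maximum activity change from -70% to -50%; inactive = maximum activity change above -50%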;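 also: thallium influx rate constant from kinetic fluorescence after stimulation buffer; % is scaled to controls: 0 for no effect and ±100 for the full control effect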
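FluxOr-based Tl+ influx in U2OS cells transduced with KCNH2 3.1 virus; rate constants normalized to DMSO controls.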
USP2a inh = qHTS Assay for Inhibitors of Ubiquitin-specific Protease USP2a Using CHOP2 as the Reporter; Ubiquitin carboxyl-terminal hydrolase 2 (Homo sapiens), O75604; USP2 core, Ub-CHOP2 coupled fluorogenic reporter, 485/531; 330,000 tested, 0.01% active; Potency, µM (titrated, usually from 38.3 µM), inactives show top-dose activity change, negative = inhibition, usual class: inhibitors;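 also: potency is read from the fitted curve at half-maximal effect; plate controls were DMSO wells for no effect and full inhibition by NEM control for full effect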
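USP2 core (10nM final) preincubated 30min RT with compound in 20mM Tris-HCl pH 8.0, 2mM CaCl2, 2mM beta-mercaptoethanol, 0.05% CHAPS; 25nM Ub-CHOP2 plus 25nM reporter substrate added, fluorescence (Ex485/Em531) read after 60min.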
TSHR antagonist = Antagonists of the Thyroid Stimulating Hormone Receptor: HTS campaign; Thyrotropin receptor (Homo sapiens), P16473; TSHR-expressing cells, TSH-stimulated cAMP HTRF, 2 h; active compounds read low; activity change, negative = inhibition, % at 11.5 µM; 330,000 tested, 0.2% active; AID 504810, 2011;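 active = activity change below a set negative limit, meaning inhibition stronger than a set level, cut at about -70% in these data; inconclusive = activity change between two set negative limits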; also: % is scaled to controls: 0 for no effect and ±100 for the full control effect
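Competitive HTRF cAMP read-out (cryptate anti-cAMP antibody, cAMP-d2; 30 min, room temperature) in freshly harvested TSHR cells. Compounds added before TSH at EC80 (4nM final), followed by 2 hours' incubation at 37 deg C.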
TCR act = Activators of T cell receptors: qHTS campaign; primary human leukocytes, anti-CD3, IL-2 HTRF, 48 h; Potency, µM (top dose mostly 9.22 µM), inactives show top-dose activation of IL-2 secretion, most hits filed as activators; 330,000 tested, under 10 active; AID 504894, 2011; also: % of control where 0% means no effect
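IL-2 release read by HTRF sandwich (Eu cryptate donor, d2 acceptor, 665 nm emission) after 48 hr exposure of primary human leukocytes to compound together with anti-CD3 beads in the absence of co-stimulatory signals.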
TRPV1 ag = HTS Assay for Compounds that Act as Agonists of the Vanilloid Receptor 1; activation, % at 8.33 µM; 320,000 tested, 0.19% active; TRPV1-expressing cells, Fluo-8 calcium influx, agonist mode; Transient receptor potential cation channel subfamily V member 1 (Homo sapiens), Q8NER1; in the data active = activation above about 80%; inconclusive = between about 30% and that limit; also: 0% is about no effect
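TRPV1-expressing cells were cultured overnight at 35.5C and loaded with Fluo-8 calcium dye for 40 to 90 min at room temperature. After a 10 s baseline, compound was added and calcium influx was read kinetically for 3 min (ex 480/em 520 nm).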
KCNH2 WT inh = qHTS for Inhibitors of KCHN2 3.1: Wildtype qHTS. Voltage-gated inwardly rectifying potassium channel KCNH2 (Homo sapiens), Q12809. U2OS, BacMam KCNH2, thallium flux FluxOr; active compounds read low. activity change, % at 1.84 µM. 340,000 tested, 0.37% active;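 active = maximum activity change below -70%; inconclusive = maximum activity change between -70% and -50%; inactive = maximum activity change above -50%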; also: % is scaled to controls: 0 for no effect and ±100 for the full control effect
Target sequence (Q12809 whole entry, looked up): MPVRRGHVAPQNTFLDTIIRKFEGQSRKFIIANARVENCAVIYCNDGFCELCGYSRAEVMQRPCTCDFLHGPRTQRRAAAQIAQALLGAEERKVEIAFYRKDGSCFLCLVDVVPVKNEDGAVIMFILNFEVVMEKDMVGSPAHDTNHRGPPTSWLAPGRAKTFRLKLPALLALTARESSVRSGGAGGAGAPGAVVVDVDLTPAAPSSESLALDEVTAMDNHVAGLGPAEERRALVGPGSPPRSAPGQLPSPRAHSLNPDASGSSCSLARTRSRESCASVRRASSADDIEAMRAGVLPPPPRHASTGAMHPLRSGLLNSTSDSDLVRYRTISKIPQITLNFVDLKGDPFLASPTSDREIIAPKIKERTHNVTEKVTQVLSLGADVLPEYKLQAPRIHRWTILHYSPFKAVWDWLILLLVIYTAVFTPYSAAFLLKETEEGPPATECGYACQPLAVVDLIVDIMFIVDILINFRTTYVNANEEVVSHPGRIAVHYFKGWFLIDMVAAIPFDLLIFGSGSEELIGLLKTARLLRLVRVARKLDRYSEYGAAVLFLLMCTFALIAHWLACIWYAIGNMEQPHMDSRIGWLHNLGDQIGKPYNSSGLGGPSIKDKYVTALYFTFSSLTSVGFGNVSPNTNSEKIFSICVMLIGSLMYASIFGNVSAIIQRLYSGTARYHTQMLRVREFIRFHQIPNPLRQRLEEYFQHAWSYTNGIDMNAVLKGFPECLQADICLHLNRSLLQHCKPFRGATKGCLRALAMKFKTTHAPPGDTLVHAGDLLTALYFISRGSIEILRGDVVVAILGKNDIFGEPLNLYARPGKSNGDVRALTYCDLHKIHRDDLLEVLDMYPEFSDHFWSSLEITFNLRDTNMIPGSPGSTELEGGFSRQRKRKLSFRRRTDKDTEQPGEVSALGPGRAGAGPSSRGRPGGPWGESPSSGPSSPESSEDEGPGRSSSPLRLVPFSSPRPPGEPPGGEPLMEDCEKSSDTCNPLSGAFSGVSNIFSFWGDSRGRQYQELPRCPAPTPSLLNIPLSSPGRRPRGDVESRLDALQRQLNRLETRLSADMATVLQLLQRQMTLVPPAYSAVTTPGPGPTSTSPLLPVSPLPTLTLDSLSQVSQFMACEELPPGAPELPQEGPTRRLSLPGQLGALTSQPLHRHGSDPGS
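U2OS cells transduced with wild-type KCNH2 virus are loaded with FluxOr dye for 45 min, and thallium flux is measured in kinetic reads before and after stimulation buffer. Rate constants are normalized to DMSO controls.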
Numbers without * were called inactive; [ ] = another dose, or the depositor's remark. Unless noted, calls follow the shape of the dose curve; as a rule, active = well fitted curve in the direction sought with a large enough effect; inconclusive = small, poorly fitted or top-dose-only effect, or another doubt; inactive = no such curve, though single readings can be large; an effect the other way counts as inactive or inconclusive. These rows are one share of the data; the hit share may differ from the screen's.

For COc1ccc(NC(=O)COc2ccc(C(=O)c3ccc(F)cc3)cc2)cc1S(N)(=O)=O the results were Mito fusion yeast 0%, Eya2 inh -1%, ELG1 repair inh inconclusive, A-T KAP1 phos 2%, KCNH2 3.1 inh -5, USP2a inh 4%, TSHR antagonist -10, TCR act 3%, TRPV1 ag 0 and KCNH2 WT inh 5.
Cc1ccc(NC(=O)COC(=O)c2ccc(CN3CCCC3=O)cc2)cc1C was read as Mito fusion yeast -5%, Eya2 inh -37%, ELG1 repair inh 1%, A-T KAP1 phos 14%, KCNH2 3.1 inh -18, USP2a inh 0%, TSHR antagonist -2, TCR act -3%, TRPV1 ag -2 and KCNH2 WT inh 0.
CCC(Sc1nc(C)cc(C)n1)C(=O)Nc1ccc(Cl)cn1 (configuration not stated) was read as Mito fusion yeast 7%, Eya2 inh -3%, ELG1 repair inh -8%, KCNH2 3.1 inh -28, USP2a inh 1%, TSHR antagonist -1, TCR act 3%[46.1 µM], TRPV1 ag inconclusive and KCNH2 WT inh -1.
Screening CC(C)=CCN1CCN(Cc2ccc(Oc3ncccn3)cc2)CC1CCO (configuration not stated) returned Mito fusion yeast 1%, Eya2 inh 1%, ELG1 repair inh -11%, A-T KAP1 phos -4%, USP2a inh 1%, TSHR antagonist 2, TCR act -2%, TRPV1 ag -1 and KCNH2 WT inh -10.
Screening COc1cc2c(cc1OC)CN(C(=O)c1nn(Cc3ccccc3)c(=O)c3ccccc13)CC2 returned Mito fusion yeast 29%, Eya2 inh 9%, ELG1 repair inh 2.6µM*, A-T KAP1 phos -2%, KCNH2 3.1 inh -21, USP2a inh -2%, TSHR antagonist -3, TCR act -2%, TRPV1 ag 8 and KCNH2 WT inh -11.
Screening CCOC(=O)N1CCC(N2CCN(c3ccccc3)CC2)CC1 returned Mito fusion yeast 3%, Eya2 inh 0%, ELG1 repair inh -1%, A-T KAP1 phos -2%, KCNH2 3.1 inh 10, USP2a inh 0%, TSHR antagonist 9, TRPV1 ag 0 and KCNH2 WT inh 3.
COc1ccc(CC(=O)OCC(=O)N2CCCc3ccccc32)cc1OC was read as Mito fusion yeast -6%, Eya2 inh -6%, ELG1 repair inh 18%, A-T KAP1 phos 0%, KCNH2 3.1 inh 16, USP2a inh -1%, TSHR antagonist 18, TCR act -1%, TRPV1 ag 21 and KCNH2 WT inh 4.
Screening O=C(C1CCN(Cc2ccc(F)cc2)CC1)N(CCO)Cc1ccccc1 returned Mito fusion yeast 0%, Eya2 inh -1%, ELG1 repair inh 11%, A-T KAP1 phos -5%, KCNH2 3.1 inh 6, USP2a inh 1%, TSHR antagonist 11, TCR act 2%, TRPV1 ag 2 and KCNH2 WT inh 6.
`C=CCOC(=O)C1=C[C@@H](c2ccccc2)C[C@@H](OCc2ccc(CO)cc2)O1` gave Mito fusion yeast 9%, Eya2 inh -15%, ELG1 repair inh -5%, A-T KAP1 phos 12%, KCNH2 3.1 inh 4, USP2a inh -6%, TSHR antagonist 16, TCR act -4%, TRPV1 ag 3 and KCNH2 WT inh -13.
For O=C(O)C(Cc1ccc(F)cc1)c1ccccc1 (configuration not stated) the results were Mito fusion yeast -1%, Eya2 inh 8%, ELG1 repair inh -12%, A-T KAP1 phos -7%, KCNH2 3.1 inh 11, USP2a inh 1%, TSHR antagonist 5, TCR act 4%, TRPV1 ag -4 and KCNH2 WT inh -2.
`COc1ccc(OC)c(C(=O)N(C[C@H]2CC[C@@H]([C@@H]3CC[C@H](CO)O3)O2)C(C(=O)NC(C)(C)C)c2ccc(-c3ccccc3)cc2)c1` (some centres not stated) gave Eya2 inh -17%, ELG1 repair inh inconclusive, A-T KAP1 phos 12%, KCNH2 3.1 inh -11, USP2a inh -12%, TSHR antagonist 20, TCR act 1%[46.1 µM] and KCNH2 WT inh 3.
`CCNC(=S)N1CCN(c2nc(-c3ccc(F)cc3)cs2)CC1` gave Mito fusion yeast 5%, Eya2 inh -15%, ELG1 repair inh inconclusive, A-T KAP1 phos 7%, KCNH2 3.1 inh 4, USP2a inh -7%, TSHR antagonist -17, TCR act 5%, TRPV1 ag inconclusive and KCNH2 WT inh 4.
For CCOC(=O)C1(Cc2cccc(OC)c2)CCCN(C(=O)c2cc(CC(C)C)[nH]n2)C1 (configuration not stated) the results were Mito fusion yeast 1%, Eya2 inh -5%, ELG1 repair inh inconclusive, A-T KAP1 phos 4%, KCNH2 3.1 inh 2, USP2a inh 0%, TSHR antagonist 10, TCR act -2%, TRPV1 ag 4 and KCNH2 WT inh 6.
For CCN(C(=O)CSc1nc2n[nH]c(C)c2c(=N)n1-c1ccc(Cl)c(C)c1)c1cccc(C)c1 the results were Mito fusion yeast -9%, Eya2 inh -1%, ELG1 repair inh inconclusive, A-T KAP1 phos 1%, KCNH2 3.1 inh -1, USP2a inh -2%, TSHR antagonist -13, TCR act -1%, TRPV1 ag 0 and KCNH2 WT inh 5.
Screening C(=N\Nc1ccc2nncn2n1)/c1ccco1 returned Mito fusion yeast -2%, Eya2 inh inconclusive, ELG1 repair inh 0%, A-T KAP1 phos -6%, KCNH2 3.1 inh 5, USP2a inh 2%, TSHR antagonist 5, TCR act 2%, TRPV1 ag -1 and KCNH2 WT inh 2.
Cn1c(=O)c2cc(S(=O)(=O)NC(C(=O)NCc3cccnc3)c3ccccc3)ccc2n(C)c1=O (configuration not stated) was read as Mito fusion yeast 0%, Eya2 inh -14%, ELG1 repair inh 2%, A-T KAP1 phos 11%, KCNH2 3.1 inh 5, USP2a inh 4%, TSHR antagonist 4, TCR act -1%, TRPV1 ag 6 and KCNH2 WT inh 1.
`Oc1cc(Nc2ccc(N3CCCCC3)cc2)cc2cccnc12` gave Mito fusion yeast 6%, Eya2 inh -20%, A-T KAP1 phos -11%, USP2a inh 1% and TSHR antagonist -7.
`Cc1ccc(Cl)cc1NC(=O)CC1NCCNC1=O` (configuration not stated) gave Mito fusion yeast -5%, Eya2 inh -1%, ELG1 repair inh -5%, A-T KAP1 phos -1%, KCNH2 3.1 inh 5, USP2a inh 3%, TSHR antagonist 3, TCR act -2%[46.1 µM], TRPV1 ag 2 and KCNH2 WT inh 1.
For CCNC(=O)c1c(O)c2c([nH]c1=O)CCCC2 the results were Mito fusion yeast 1%, Eya2 inh -13%, ELG1 repair inh 26%, A-T KAP1 phos -9%, KCNH2 3.1 inh 14, USP2a inh 0%, TSHR antagonist -4, TCR act 1%, TRPV1 ag 2 and KCNH2 WT inh 1.
Screening O=C(Nc1cccc2ccccc12)NC1CCCCC1O (configuration not stated) returned Mito fusion yeast -2%, Eya2 inh 15%, ELG1 repair inh 13%, A-T KAP1 phos 22%, KCNH2 3.1 inh 9, USP2a inh 1%, TSHR antagonist 25, TCR act -1%, TRPV1 ag 16 and KCNH2 WT inh -2.
`O=C1C2C3C=CC(C4CC34)C2C(=O)N1/N=C/c1ccc(-c2ccc(F)cc2[N+](=O)[O-])o1` (configuration not stated) gave Mito fusion yeast 2%, Eya2 inh -29%, ELG1 repair inh inconclusive, A-T KAP1 phos -6%, KCNH2 3.1 inh -7, USP2a inh 0%, TSHR antagonist -13, TCR act -3%, TRPV1 ag 3 and KCNH2 WT inh 3.
Screening CC(=O)c1cccc(NC(=O)C2=CC(c3ccc4c(c3)OCO4)=NS(=O)(=O)N2C)c1 returned Mito fusion yeast 6%, Eya2 inh 3%, ELG1 repair inh -3%, A-T KAP1 phos -3%, KCNH2 3.1 inh 12, USP2a inh 0%, TSHR antagonist -8, TCR act -4%, TRPV1 ag 0 and KCNH2 WT inh 1.
For O=C(NNS(=O)(=O)c1ccc(Cl)cc1)c1ccc(S(=O)(=O)N2CCCCC2)cc1 the results were Mito fusion yeast -5%, Eya2 inh 2%, ELG1 repair inh 3%, A-T KAP1 phos 1%, KCNH2 3.1 inh 13, USP2a inh -1%, TSHR antagonist 0, TCR act -3%[46.1 µM], TRPV1 ag 1 and KCNH2 WT inh -3.
